# Source: PubChem (several laboratories)
# HSF1 inh: HSF1 inhibitors in luciferase reporter cells, primary screen, cell-based, NIH3T3, luminescence. NIH3T3-HGL HSE-luciferase, MG132-induced, luminescence 8 h; active compounds read low. activity change, negative = inhibition, % at 7.5 µM (by protocol). 300,000 compounds, 0.77% hits;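 active = more than half of replicate wells show activity change below -50%, luminescence cut by over half; inconclusive = some wells, but at most half, below -50%; inactive = no replicate well below -50%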;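 note: luciferase reports HSF-1 transcriptional activity via heat shock element; 0% = median of DMSO wells and -100% = zero luminescence signal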
# IEC-6 tox: cytotoxicity in IEC-6 intestinal epithelial cells, primary screen, cytotoxicity control for KLF5 inhibitor project, cell-based, luminescence. 290,000 compounds, 0.78% hits. inhibition, % at 5 µM. IEC-6 cytotoxicity, luminescence viability; in the data active = inhibition above about 22%;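 note: 0% = plate median of test compound wells and 100% = cytotoxic reference compound wells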
# KLF5 inh: KLF5 expression inhibitors, primary screen, DLD-1 cells, luminescence. DLD-1 KLF5 promoter-luciferase reporter. inhibition, % at 5 µM. 290,000 compounds, 0.23% hits;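 active = inhibition above a per-plate limit of that plate's mean compound inhibition plus 3 SD, cut at about 60% in these data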;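 note: 0% = DMSO wells and 100% = LY294002 at 200 µM; higher means less KLF5 promoter-driven luciferase light; inactives centre near -14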
# PolyA inhibitor: polyadenylation inhibitors in yeast reporter cells, primary screen, luminescence, S. cerevisiae; S. cerevisiae SKY197-pL101 polyadenylation reporter, beta-gal luminescence; efflux-impaired pdr1/pdr3 knockout yeast; score 100 = 6 SD above DMSO; calls only at 12 µM; 300,000 compounds, 0.02% hits; AID 1875, 2009;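 active = lowest replicate activity score at least 50, where 100 means six control SD above control mean; inconclusive = lowest score under 50 but half or more replicates reach 50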;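 note: yeast exposed to compound for 9 h at 30 °C; higher score means more reporter readthrough which indicates perturbed polyadenylation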
# HSF-1 act: HSF-1 activators, primary screen, NIH3T3-HGL cells, MG132 stress, luminescence, single point. AID 504408, 2011. activation, % at 9 µM. 300,000 compounds, 1.7% hits. NIH3T3-HGL HSF-1 luciferase reporter, 8 h; 100% = twice DMSO control signal;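 active = mean replicate activation of at least 50% with a set share of replicates each reaching 50%; inconclusive = only one of those two conditions met; inactive = mean below 50% and too few replicates reaching it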;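 note: 0% = median of the neutral control wells and 100% = twice that signal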
# HSP90 inh: HSP90 inhibitors, primary screen, cell lysate, luminescence; Heat shock protein HSP 90 (rabbit reticulocyte lysate; luciferase refolding); Rabbit reticulocyte lysate, luciferase refolding luminescence, 3 h; inhibition, % at 5.6 µM; 290,000 compounds, 0.91% hits; AID 1789, 2009;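 active = inhibition above the screen-wide mean plus 3 SD, computed separately per campaign, cut at about 16% in these data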;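 note: 0% = DMSO wells and 100% = 60 µM geldanamycin wells; inhibitors lower the luminescence because luciferase stays unfolded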
# GSK3A inh: blockers of GSK3A enzyme activity – biochemical, luminescence, cell-free homogeneous, HTS, primary screen. inhibition, % at 10 µM. AID 2650, 2010. Glycogen synthase kinase-3 alpha (Homo sapiens), P49840. GSK-3 alpha kinase, ADP-Glo luminescence, 60 min. 320,000 compounds, 0.1% hits;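 in the data active = inhibition above about 50%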;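 note: GST-tagged GSK-3 alpha with peptide substrate and 25 µM ATP; 0% = DMSO neutral wells and 100% = GW8510 positive control wells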
# Target sequence (P49840 whole entry, looked up): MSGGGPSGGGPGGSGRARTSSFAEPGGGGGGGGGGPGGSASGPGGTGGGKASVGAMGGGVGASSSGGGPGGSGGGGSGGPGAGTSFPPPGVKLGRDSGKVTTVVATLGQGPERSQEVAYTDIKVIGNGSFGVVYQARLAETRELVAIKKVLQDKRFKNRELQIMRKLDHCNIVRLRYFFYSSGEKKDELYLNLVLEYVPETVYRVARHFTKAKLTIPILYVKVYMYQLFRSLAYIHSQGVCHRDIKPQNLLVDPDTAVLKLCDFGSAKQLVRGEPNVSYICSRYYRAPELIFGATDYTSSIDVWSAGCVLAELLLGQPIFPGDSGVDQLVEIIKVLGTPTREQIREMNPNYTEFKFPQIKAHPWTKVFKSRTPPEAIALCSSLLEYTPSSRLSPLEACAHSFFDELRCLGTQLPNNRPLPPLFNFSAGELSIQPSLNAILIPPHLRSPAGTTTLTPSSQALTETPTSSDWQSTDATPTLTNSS
# aSyn 5UTR inh: MLPCN primary screen, SNCA 5' untranslated region. AID 1813, 2009. inhibition, % (tested at 7.5 µM). 300,000 compounds, 0.82% hits. alpha-synuclein 5'UTR reporter, inhibitor activity; in the data active = inhibition above about 60%; inconclusive = no clear call, values can overlap the other calls;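 note: H4 neuroglioblastoma cells stably carrying SNCA 5'UTR luciferase fusion; 0% = DMSO wells and 100% = positive control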
# AI-2 QS modul: Vibrio harveyi AI-2 quorum sensing modulators, primary screen, JMH597 strain, luminescence/OD600 ratio; Vibrio harveyi JMH597 AI-2 luminescence/OD600 ratio, 9 h; active compounds read low; strain lacks LuxN and CqsS sensors; 0 = neutral-control median; activity change, % at 7.5 µM; 300,000 compounds, 0.4% hits; AID 2094, 2009; in the data active = activity change below about -75%, passing the limit was not always enough; inconclusive = no clear call, values can overlap the other calls;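 note: luminescence divided by OD600 gain over 9 h not by final OD600 alone; inactives centre near 13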
# GSK3B inh: human GSK3beta kinase inhibitors, primary screen, biochemical, cell-free homogeneous, HTS | Glycogen synthase kinase-3 beta (Homo sapiens), P49841 | GST-GSK3beta kinase, ADP-Glo luminescence, 60 min; active compounds read low | activity score (negative = inhibition), % at 10 µM | 300,000 compounds, 0.038% hits | AID 2097, 2009;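 active = more than half of replicate wells score below -50%, meaning over 50% inhibition versus plate controls; inconclusive = some replicates but at most half score below -50%; inactive = no replicate scores below -50%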;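 note: 0% = median DMSO wells and -100% = median GW8510 positive control wells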
# Target sequence (P49841 whole entry, looked up): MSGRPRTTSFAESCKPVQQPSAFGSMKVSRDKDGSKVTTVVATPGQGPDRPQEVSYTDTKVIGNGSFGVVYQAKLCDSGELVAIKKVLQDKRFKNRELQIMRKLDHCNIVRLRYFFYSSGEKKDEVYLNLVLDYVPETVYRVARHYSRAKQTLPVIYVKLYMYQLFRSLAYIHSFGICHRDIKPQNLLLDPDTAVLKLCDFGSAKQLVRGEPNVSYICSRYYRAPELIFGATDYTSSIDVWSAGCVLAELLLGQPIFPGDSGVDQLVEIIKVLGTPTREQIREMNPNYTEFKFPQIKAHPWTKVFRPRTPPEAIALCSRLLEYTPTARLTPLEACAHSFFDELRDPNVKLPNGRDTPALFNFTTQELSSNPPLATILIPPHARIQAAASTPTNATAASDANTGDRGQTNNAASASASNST
#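 Test system: GST-tagged human GSK3beta kinase, cell-free; evaluation: activity score scaled between in-plate DMSO and GW8510 controls; measured by: ADP-Glo luminescence; incubation: 60 min reaction, RT; benchmarks: DMSO and 20 µM GW8510; reagent: peptide substrate plus 25 µM ATP (final); medium: Tris/MgCl2 kinase buffer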
# The depositor's hits bear a star; i = inactive; ? = inconclusive; . = not tested or not shown. Only part of the results is shown; the hit share may differ from the screen's.
SMILES	HSF1 inh	IEC-6 tox	KLF5 inh	PolyA inhibitor	HSF-1 act	HSP90 inh	GSK3A inh	aSyn 5UTR inh	AI-2 QS modul	GSK3B inh
C/C(CCc1oc2c(Br)cc(Br)cc2c1-c1ccc(C)o1)=N\O	40	-4	-10	i	80*	2	-5	-21	8	0
COc1ccccc1N1CCN(c2ncnc3sc(C)c(-c4ccccc4)c23)CC1	-11	-2	-25	i	-11	3	1	20	12	5
CNS(=O)(=O)c1ccc(C(C)(C)C)cc1	2	-5	0	i	-7	-2	-2	13	12	0
CC(=O)c1ccc(-c2nnc(CCC(=O)N(C)Cc3c(C)nc4ccccn34)o2)s1	-3	1	-13	i	-5	1	4	28	32	2
CCOc1ccc(NC(=O)CSc2nnc(-c3ccco3)n2C)cc1	-10	-6	2	i	-3	-1	-1	-2	28	0
CCOc1ccc2nc(NC(=O)/C=C/c3ccc4c(c3)OCO4)sc2c1	-43	-2	-12	i	-59	-4	-1	29	37	1
Cc1cc(C)nc(SCc2cc(=O)c(OC(=O)c3ccc(Cl)c([N+](=O)[O-])c3)co2)n1	0	4	17	i	-10	1	-2	-15	5	1
O=C(COC(=O)c1ccccc1NS(=O)(=O)c1cccs1)NC1CCCCC1	-2	-4	-6	i	12	0	.	15	27	-1
COC(/C=C/Nc1ccc(C)c(C)c1)=C(C#N)C#N	-2	0	-28	i	-17	2	4	10	20	1
C=CCn1c(SCC(=O)NC2CCCC2)nc2sc(C)cc2c1=O	-1	.	.	i	4	.	.	7	32	-1
CCOc1ccc(S(=O)(=O)Nc2cccc(-c3ccc(N4CCCCCC4)nn3)c2)cc1	15	4	-62	i	20	0	-2	-57	15	-1
CCc1ccc(Nc2nnc(SCC(=O)N(C)C3CCS(=O)(=O)C3)s2)cc1 (stereo unspecified)	9	-3	-24	i	39	0	-3	-50	16	1
CN1CCN(c2ccc(S(=O)(=O)N3CCCCC3)cc2[N+](=O)[O-])CC1	-8	0	-23	i	-4	2	-4	9	3	-7
CCN(C(=O)COC(=O)c1nc(Cl)ccc1Cl)C1CCS(=O)(=O)C1 (stereo unspecified)	2	.	.	i	9	.	-1	13	13	-1
COc1ccc(CCNC(=O)c2ccc(N(C)S(=O)(=O)c3ccccc3)cc2)cc1	-6	0	-8	i	2	-4	-3	-5	23	-3
CC1CC(=O)Nc2ccccc2N1S(=O)(=O)c1cccc(F)c1 (stereo unspecified)	-6	-6	-34	i	-3	0	0	5	10	0
O=[N+]([O-])c1cc([N+](=O)[O-])c(Oc2c(F)ccc(F)c2F)cc1NN1CCCCC1	0	-7	-15	i	17	-3	.	8	8	4
CCC(=O)c1ccc(OCC(=O)OCC(=O)N2c3ccccc3NC(=O)C2(C)C)cc1	-4	.	.	i	-10	.	-2	-16	-27	11
CCSC1=N/C(=C\c2ccccc2)C(=O)N1c1ccc(OC)cc1	-1	-1	-16	i	-16	-3	-2	3	6	0
O=C(NCCS(=O)(=O)N1CCN(c2ccccc2F)CC1)c1c(F)cccc1F	-12	.	.	i	1	.	0	10	10	-1
CC1=NNC(=O)C1Oc1ccccc1 (stereo unspecified)	9	-3	5	i	-8	-1	-1	23	6	-2
Cc1ccc(S(=O)(=O)NNC(=O)c2csnn2)cc1	-1	6	-26	i	17	-6	-4	14	29	0
COc1cc(OC)cc(C(=O)NCC(=O)Nc2ccc(C)c(Cl)c2)c1	7	0	-39	i	3	-1	-3	1	9	-1
Cc1ccc(NC(=O)COC(=O)CN2C(=O)COc3ccccc32)cc1	2	-5	-17	i	9	5	1	3	20	0
COc1ccccc1NC(=O)CCC(=O)N(Cc1ccc(OC)c(OC)c1)c1nccs1	1	-4	-38	i	23	-3	0	10	19	-5
O=C(NCC1COc2ccccc2O1)C1C2C=CC3(CN(Cc4ccccc4Cl)C(=O)C13)O2 (stereo unspecified)	0	-7	-17	i	-2	5	2	19	5	5
CC(C)C(C(=O)NCC1CCCO1)N(CC1CCCO1)C(=O)CNS(=O)(=O)c1ccccc1 (stereo unspecified)	0	1	1	i	12	4	-2	-11	.	.
CN1CCN(C(=O)/C(=C\c2ccccc2)c2ccccc2)CC1	1	-1	-19	i	8	3	-8	13	-7	-1
O=C(COc1ccc(Cl)cc1Cl)NCCCN1CCOCC1	0	4	-16	i	17	4	-5	1	29	1
O=C(COC(=O)c1ccccn1)NC1CCCCC1	-1	5	-7	i	1	0	-3	11	24	2
CCOC(=O)CNc1nc(-c2ccncc2)nc2ccccc12	.	-2	-28	.	.	-2	1	.	.	.
CC(C)CCNC(=O)C(c1ccco1)N(C(=O)Cn1nnc2ccccc21)c1ccc2c(c1)OCO2 (stereo unspecified)	5	6	-4	i	24	3	-6	-2	22	-1
COc1ccccc1Cn1c(=S)[nH]c2cc(C(=O)NCCN3CCOCC3)ccc2c1=O	-1	3	-39	i	3	4	-4	7	-8	0
Clc1ccc(CSc2snnc2-c2ccccc2)cc1	19	-3	-32	i	28	0	.	-25	8	-1
Cc1cc(=O)oc2c(C)c(OC(C)C(=O)N3CC[C@@]4(O)CCCC[C@H]4C3)ccc12 (stereo partly specified)	-2	4	-34	i	-6	-4	-2	22	12	-1
Cc1cc(C)c(NC(=O)c2cc(C(=O)O)ccc2C(=O)O)c([N+](=O)[O-])c1	-9	0	-12	i	6	1	32	10	17	-3
O=C(N/N=C/c1ccc(O)cc1)Nc1cccc2nsnc12	-18	81*	-26	i	-5	1	12	-73	24	-3
OCCCCNCc1cc(Br)ccc1OCc1ccccc1	4	7	-35	i	19	0	0	2	20	0
CC(=O)Nc1cccc(Oc2ncccc2[N+](=O)[O-])c1	2	2	-3	i	40	1	1	-7	-2	-1
FC(F)(F)C1CC(c2cccs2)Nc2ncnn21 (stereo unspecified)	-5	2	1	i	2	4	2	17	33	0
Nc1cc(=O)[nH]c(SCC(=O)NC2CCCc3ccccc32)n1 (stereo unspecified)	-2	-1	2	i	11	1	-5	2	24	-5
CC(=O)c1ccc(OCC(O)CN(C)Cc2cccs2)cc1 (stereo unspecified)	-12	-10	20	i	2	-2	0	-5	0	1
Cc1c(Cl)cnc(NC(=O)COC(=O)c2ccc3c(c2)OCO3)c1Cl	7	1	-8	i	0	2	-2	-29	4	4
N#Cc1cc([N+](=O)[O-])ccc1N1CCCC1	1	-5	-19	i	30	-3	3	23	23	-3
O=S(=O)(/N=C(/Nc1ccccn1)c1ccc(Cl)cc1)c1ccc(Cl)cc1	2	1	-125	i	16	-1	1	-91	10	0
O=C1c2ccccc2C(=O)N1c1nc(-c2cccs2)cs1	1	0	-23	i	-13	-2	-1	-22	25	-1
CN(C)C(=O)CN1C(=O)C2CC=C(Cl)CC2C1=O (stereo unspecified)	-10	4	-5	i	-9	3	-3	8	27	-3
COc1ccccc1C(=O)NC(=O)COC(=O)CCS(=O)(=O)c1ccc(C)cc1	-2	.	.	i	-7	.	-1	-5	23	4
COc1ccc(N(CC(=O)NCCC2=CCCCC2)S(=O)(=O)c2ccccc2)cc1	45	-3	-56	i	97*	-2	-1	-13	24	4
O=C(COC(=O)CCC(=O)c1ccc(F)cc1)NCc1ccco1	14	-7	-19	i	27	1	1	-28	5	-3

# (more compounds)
SMILES	HSF1 inh	IEC-6 tox	KLF5 inh	PolyA inhibitor	HSF-1 act	HSP90 inh	GSK3A inh	aSyn 5UTR inh	AI-2 QS modul	GSK3B inh
O=C(CSc1n[nH]c(=O)[nH]c1=O)N/N=C/c1ccccc1O	-10	0	-26	i	-3	0	0	13	20	2
C=CCSc1nnc(NC(=O)c2ccc(S(=O)(=O)NCC3CCCO3)cc2)s1 (stereo unspecified)	-6	2	-18	i	-10	2	-2	3	32	-3
NC(=O)c1ccccc1NC(=O)/C=C/C(=O)O	25	-4	-30	i	?	-4	-1	-35	31	1
CCOC(=O)C1=C(N)n2c(s/c(=C\c3ccco3)c2=O)=C(C(=O)OCC)C1c1ccco1 (stereo unspecified)	-2	-2	-12	i	-18	1	1	-78	19	3
O=C(NC1CC2CCC1C2)c1ccco1 (stereo unspecified)	2	-2	0	i	-11	-2	1	-2	14	4
CCCc1cc(=O)[nH]c(SCC(=O)Nc2ccc3c(c2)CCC3)n1	6	-2	-16	i	-3	1	-3	0	22	2
Cc1cc(-n2ccnc2)n2c(nc3ccccc32)c1C#N	3	2	-7	i	12	-1	2	14	18	-1
CCn1c(=S)sc2c(=O)n(-c3ccccc3)c(=S)[nH]c21	-8	-5	-63	i	10	-1	6	22	9	0
CC(=O)N1CCN(c2ccccc2NC(=O)c2ccco2)CC1	-2	3	-13	i	-3	0	4	4	27	-1
C[C@H]1[C@H](C)CC[C@]2(C)CC[C@]3(C)C(=CC[C@@H]4[C@@]5(C)CC[C@@H](O)[C@](C)(C(=O)O)[C@@H]5CC[C@]43C)[C@H]12	-6	.	.	i	8	.	-4	14	10	1
COC(=O)c1ccc(CN2CCN(CCCc3ccccc3)C(CCO)C2)cc1 (stereo unspecified)	-8	-5	-23	i	-6	-2	0	-10	24	2
COC(=O)c1ccc(NC(=S)N2CCN(C)CC2)cc1	2	3	-13	i	9	3	0	2	-3	-3
CC(=O)NC(NC(=S)Nc1cccc(Br)c1)C(Cl)(Cl)Cl (stereo unspecified)	3	6	-1	.	-9	6	0	20	6	0
CCOC(=O)c1c(N=CN(C)C)c(C#N)c2n1CCCC2	-6	-2	-15	i	24	-2	4	-8	171	0
Cn1c(=O)c2nc(-c3ccc(Cl)cc3Cl)oc2c2ccccc21	-5	0	-25	i	-5	-8	-1	-72	16	-2
CCN(C(=O)CSc1nc2ccc(OC)cc2[nH]1)C1CCS(=O)(=O)C1 (stereo unspecified)	-3	.	.	i	-19	.	2	-7	7	3
Cc1ccc(Nc2nc(=O)c3cccnc3s2)cc1	19	37*	-39	i	47	-6	-1	-228	2	2
COC(=O)CN1C(=O)C(C)(C)Oc2ccc(C(=O)Nc3cccc(OC)c3)cc21	-6	3	-17	i	-7	-2	-4	7	11	-1
CCCCOC(=O)Cn1c(=N)n(CCN(CC)CC)c2ccccc21	-7	-2	-28	i	14	7	-1	-1	22	3
